# NF-kB expr up = activators of NF-kB expression in neurons, primary screen, cell-based, HTS. human neuronal cells, NF-kB reporter expression; hits give high values. 190,000 compounds, 1.6% hits. fold change at 12.5 µM; in the data active = fold change above about 3.3
# STAT3 activator = IL-6 driven STAT3 reporter potentiators, primary screen, U3A cells, luciferase, luminescence, MLSCN library; activation (% of control), % at 5.6 µM; IL-6 STAT3-luciferase reporter; 100% = signal with IL-6 EC80 alone; 190,000 compounds, 0.91% hits; AID 871, 2007;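 active = activation above the screen-wide mean of compound activation plus 3 SD, cut at about 130% in these data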;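 also: 0% = background luminescence of wells with medium and substrate only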
#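 Test system: human U3A cells carrying STAT3-luciferase construct; control set: IL-6-only wells as 100% reference; timing: compound pre-incubation 1 h before IL-6, then 6 h stimulation at 37 °C; also added: IL-6 stimulus at 33 ng/mL final; evaluation: % activation versus median of IL-6-stimulated wells; detection: reporter luminescence signal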
# FLuc inh counter = firefly luciferase enzyme inhibitors, primary screen, artefact control for luciferase-based inhibitor screens, biochemical, luminescence, ATPLite; Luciferin 4-monooxygenase (Photinus pyralis), P08659; 10 min; inhibition, % at 10 µM; 200,000 compounds, 1.5% hits;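 active = inhibition above about 50% when tested at 10 µM, limit read from the data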
# Target sequence (P08659 whole entry, looked up): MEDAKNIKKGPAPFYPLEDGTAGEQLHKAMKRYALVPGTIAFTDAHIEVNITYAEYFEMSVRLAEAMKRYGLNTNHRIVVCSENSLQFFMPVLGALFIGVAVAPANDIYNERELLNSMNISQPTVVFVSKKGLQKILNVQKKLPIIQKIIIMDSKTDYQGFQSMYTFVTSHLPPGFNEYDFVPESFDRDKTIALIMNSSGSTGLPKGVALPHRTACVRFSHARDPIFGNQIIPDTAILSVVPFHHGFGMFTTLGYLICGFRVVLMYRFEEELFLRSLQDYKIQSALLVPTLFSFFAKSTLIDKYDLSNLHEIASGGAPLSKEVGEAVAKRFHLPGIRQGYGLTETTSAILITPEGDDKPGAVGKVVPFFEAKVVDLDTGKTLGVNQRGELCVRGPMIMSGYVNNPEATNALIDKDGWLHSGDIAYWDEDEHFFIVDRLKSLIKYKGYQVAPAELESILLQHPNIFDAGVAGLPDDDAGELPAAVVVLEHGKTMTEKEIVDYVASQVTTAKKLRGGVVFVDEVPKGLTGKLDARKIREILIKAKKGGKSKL
# APP 5'UTR act = activators of APP 5'UTR luciferase reporter, primary screen, SH-SY5Y cells; SH-SY5Y APP 5'UTR luciferase reporter, luminescence; zero percent = DMSO vehicle wells; activation, % at 2 µM; 190,000 compounds, 1% hits; AID 1276, 2008;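 active = activation above a set limit, based on mean plus 3 SD of controls, cut at about 140% in these data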; also: values of inactives mirror those of a sister screen read the other way
# APP transl inh = inhibitors of APP translation via 5'UTR reporter, primary screen, APP 5'UTR luciferase, SH-SY5Y cells; inhibition, % at 2 µM; 190,000 compounds, 0.82% hits; SH-SY5Y APP 5'UTR-luciferase reporter, luminescence; AID 1285, 2008;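 active = inhibition above a set limit, derived from the sample mean plus 3 SD, cut at about 45% in these data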; also: values of inactives mirror those of a sister screen read the other way
# STAT3 inh = IL-6 driven STAT3 reporter inhibitors, primary screen, U3A cells, luciferase, luminescence, MLSCN library. inhibition, % at 5.5 µM. 190,000 compounds, 0.89% hits. IL-6 STAT3-luciferase reporter; host cell line lacks STAT1. AID 862, 2007;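 active = inhibition above the mean inhibition across all screened compounds plus 3 SD, cut at about 44% in these data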;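 also: 0% = DMSO only wells and 100% = 100 µM nifuroxazide control wells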
# RAM inhibit = inhibitors of the yeast RAM network, primary screen, dse1pr::URA3 reporter, 5-FOA selection; S. cerevisiae dse1pr::URA3 reporter, 5-FOA growth OD615, 2 d; analog-sensitive cbk1-as2 kinase mutant strain; inhibition, % at 50 µM; 190,000 compounds, 1.8% hits;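 active = inhibition above a set limit, 3 SD over mean compound inhibition, cut at about 8.4% in these data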;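 also: 0% = DMSO-only wells with no growth and 100% = 10 µM 1-NA-PP1 full growth; inhibition rescues growth on 5-FOA so higher OD means more RAM inhibition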
# STAT1 activator = STAT1 signaling activators, primary screen, cell-based, HTS, luciferase reporter; 200,000 compounds, 2.6% hits; activation (% of control), % at 5.5 µM; NIH 3T3 STAT1-luciferase reporter, IFN-gamma, luminescence; 100% = IFN-gamma alone, no compound;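 active = activation above the screen-wide mean activation plus 3 SD, cut at about 130% in these data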;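 also: raw ratio to IFN-gamma control signal so 100% means no change and 0% no light; values of inactives mirror those of a sister screen read the other way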
# Hsp70 act = Hsp70 transcriptional activators, primary screen, cell-based, HeLa, Hsp70 promoter luciferase, luminescence, 10 µM | HeLa Hsp70 promoter luciferase reporter; scaled: vehicle 0, proteasome-inhibitor control 100% | activation, % at 10 µM | 200,000 compounds, 0.04% hits;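 active = activation above the mean across all tested compounds plus 3 SD, cutoff set per campaign, cut at about 5.5% in these data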;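 also: 100% = MG132 at 30 µM as the positive control and 0% = DMSO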
# STAT1 inh = STAT1 signaling inhibitors, primary screen, cell-based, HTS, luciferase reporter; NIH 3T3 STAT1-luciferase reporter, IFN-gamma, luminescence; inhibition, % at 5.5 µM; 200,000 compounds, 0.35% hits; AID 920, 2007;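 active = inhibition above a set limit, the mean inhibition across all tested compounds plus 3 SD, cut at about 34% in these data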;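 also: 0% = IFN-gamma with DMSO and 100% = IFN-gamma with 300 µM nifuroxazide; values of inactives mirror those of a sister screen read the other way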
# Starred values were filed as active, the others as inactive.
Compound	APP transl inh	STAT3 inh	FLuc inh counter	NF-kB expr up	STAT1 activator	RAM inhibit	Hsp70 act	STAT1 inh	STAT3 activator	APP 5'UTR act
Cc1nc2cccc(C(=O)NCc3ccccc3)c2o1	3	1	1	1.1	106	1.7	0.3	-7	103	-3
COc1cccc(/C=N/NC(=O)c2[nH]c(C)c(C(=O)N/N=C/c3cccc(OC)c3O)c2C)c1O	11	-4	21	1	102	1.7	-0.6	-2	108	-11
O=C(c1cn(-c2ccccc2)nc1-c1cccs1)N1CCN(c2ccccn2)CC1	-14	-7	21	0.71	110	0.0	-0.1	-11	109	14
Cc1sc2ncnc(OCC(=O)N3CC(=O)Nc4ccccc43)c2c1C	-10	-5	0	1.2	98	0.7	-0.4	1	107	10
CCOc1cc(NC(=O)c2ccco2)c(OCC)cc1NC(=O)c1cc(OC)c(OC)c(OC)c1	5	29	-3	0.56	102	5.5	-0.6	-2	80	-5
O=C(Nc1ccc(N2CCN(C(=O)c3ccco3)CC2)cc1)c1ccccc1	8	5	-3	1.3	106	1.1	-0.2	-7	101	-8
CCc1ccc(Nc2nnc(SCC(=O)Nc3sccc3C(N)=O)s2)cc1	-42	-7	37	0.8	105	4.0	0.4	-6	108	42
CC(C)OC(=O)COc1ccc(-c2ccccc2)cc1	2	4	7	1.3	98	2.7	-0.2	3	102	-2
Cc1nnc(-c2cnn(C)c2N)n1CCCN(C)C	-4	2	-7	1.1	99	0.5	-0.1	0	101	4
Cc1ccc2oc(-c3ccc(NC(=O)c4ccc5c(c4)OCO5)cc3)nc2c1	1	25	-3	1.3	98	2.2	-0.2	2	81	-1
Cc1c(NC(=O)COC(=O)CCC(=O)c2ccc(Cl)cc2)c(=O)n(-c2ccccc2)n1C	-34	-3	-6	1.4	103	-0.3	-0.2	-2	107	34
O=C(CCc1ccc(S(=O)(=O)N2CCOCC2)cc1)Nc1cc(Cl)ccc1N1CCOCC1	14	-4	-7	0.92	99	1.3	-0.3	1	108	-14
N#Cc1c(Nc2ccccc2)sc(C(=O)c2ccccc2)c1N	-4	-12	-3	1.1	99	3.0	-0.3	1	115	4
O=C(O)c1ccc2nc(-c3ccccc3)sc2c1	-44	79*	44	9.1*	68	0.1	-0.5	36*	36	44
CCOc1ccc(NC(=O)CSc2nc(C3CC3)nc3ccccc23)cc1	-2	11	0	0.97	104	2.9	-0.2	-4	95	2
CS(=O)(=O)N(CC(=O)NC1CCCCC1)Cc1ccc(Cl)cc1	-16	3	-3	1.2	97	2.3	-0.2	3	104	16

# Random excerpt: 2 records from the list, in no set order.
Compound	APP transl inh	STAT3 inh	FLuc inh counter	NF-kB expr up	STAT1 activator	RAM inhibit	Hsp70 act	STAT1 inh	STAT3 activator	APP 5'UTR act
Cc1ccc2oc(-c3ccc(NC(=O)c4ccc5c(c4)OCO5)cc3)nc2c1	1	25	-3	1.3	98	2.2	-0.2	2	81	-1
O=C(O)c1ccc2nc(-c3ccccc3)sc2c1	-44	79*	44	9.1*	68	0.1	-0.5	36*	36	44

# Next part
Compound	APP transl inh	STAT3 inh	FLuc inh counter	NF-kB expr up	STAT1 activator	RAM inhibit	Hsp70 act	STAT1 inh	STAT3 activator	APP 5'UTR act
CCOC(=O)c1c(NC(=O)c2ccccc2)sc2c(O)c(CN(CC)CC)ccc12	-14	5	-4	0.87	102	2.7	0.2	-2	102	14
O=C(NCc1cccnc1)C(=O)NC1CCCCC1	2	-2	-2	1.2	105	1.0	-0.4	-7	106	-2
COc1ccc(CNC(=O)C/C(C)=N/NC(=O)C23CC4CC(CC(C4)C2)C3)cc1	4	6	-6	1.1	100	2.8	-0.3	-2	97	-4
Cn1cccc1/C=N/N1CCN(c2ccccc2)CC1	-2	21	-1	1.3	110	0.3	0.5	-13	87	2
COC(=O)c1cccc(NC(=O)c2onc3c2CCCC3)c1	-99	39	62*	10*	150*	1.1	-0.5	-55	68	99
CC(C)CC1NC(=S)N(Cc2ccccc2)C1=O (stereo not drawn)	0	1	0	1.2	106	3.6	-0.6	-6	97	0
Cc1cccc(NC(=O)CSc2nc(N)cc(N)n2)c1	8	4	-8	1.1	105	-0.1	-0.2	-6	97	-8
Cn1c(N)c(N2CCN(c3ccccc3)CC2)c(=O)[nH]c1=O	15	0	-7	1.1	101	0.4	-0.1	-2	102	-15
COC(=O)c1c(NC(=O)c2ccc(C)c(S(=O)(=O)Nc3ccccc3C)c2)sc2c1CCCC2	2	5	-7	0.95	96	4.7	-0.3	5	102	-3
O=C(CCNc1cc(Cl)cc(Cl)c1)c1ccco1	-17	6	9	1.2	90	-0.8	-0.5	10	97	17
Cc1ccc(NC(=O)COC(=O)C2CC2C)c(S(=O)(=O)N2CCCCC2)c1 (stereo not drawn)	-18	11	-6	1.1	92	-0.1	-0.3	8	96	18

# Some of these compounds in order of number of heavy atoms, falling:
Compound	APP transl inh	STAT3 inh	FLuc inh counter	NF-kB expr up	STAT1 activator	RAM inhibit	Hsp70 act	STAT1 inh	STAT3 activator	APP 5'UTR act
COC(=O)c1c(NC(=O)c2ccc(C)c(S(=O)(=O)Nc3ccccc3C)c2)sc2c1CCCC2	2	5	-7	0.95	96	4.7	-0.3	5	102	-3
CCOC(=O)c1c(NC(=O)c2ccccc2)sc2c(O)c(CN(CC)CC)ccc12	-14	5	-4	0.87	102	2.7	0.2	-2	102	14
COc1ccc(CNC(=O)C/C(C)=N/NC(=O)C23CC4CC(CC(C4)C2)C3)cc1	4	6	-6	1.1	100	2.8	-0.3	-2	97	-4
CCOc1ccc(NC(=O)CSc2nc(C3CC3)nc3ccccc23)cc1	-2	11	0	0.97	104	2.9	-0.2	-4	95	2
CS(=O)(=O)N(CC(=O)NC1CCCCC1)Cc1ccc(Cl)cc1	-16	3	-3	1.2	97	2.3	-0.2	3	104	16
COC(=O)c1cccc(NC(=O)c2onc3c2CCCC3)c1	-99	39	62*	10*	150*	1.1	-0.5	-55	68	99
Cn1cccc1/C=N/N1CCN(c2ccccc2)CC1	-2	21	-1	1.3	110	0.3	0.5	-13	87	2
O=C(NCc1cccnc1)C(=O)NC1CCCCC1	2	-2	-2	1.2	105	1.0	-0.4	-7	106	-2
CC(C)CC1NC(=S)N(Cc2ccccc2)C1=O (stereo not drawn)	0	1	0	1.2	106	3.6	-0.6	-6	97	0

# Screening results: PubChem BioAssay, several laboratories
